# Bioassay records from PubChem BioAssay.
# SR-BI DiI inh = inhibitors of mouse SR-BI mediated HDL lipid uptake. Q61009. ldlA[mSR-BI] CHO cells, DiI-HDL uptake fluorescence, 3 h. AID 488896. 320,000 tested, 0.96% active. inhibition, % at 12.5 µM;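 active = mean replicate inhibition of at least 70% and a set share of replicates each scoring 70 or more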;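 note: 0% = median of neutral control wells and 100% = median of positive control wells; values of inactives mirror those of a sister screen read the other way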
# LANA DNA inh = inhibitors of KSHV LANA C-terminal domain DNA binding; MBP-C-LANA/FAM-LBS DNA binding, fluorescence polarization; inhibition, % at 9 µM; 340,000 tested, 0.078% active; AID 504423;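 active = highest replicate inhibition at or above 60% at 9 µM, even if other replicates fall short; inactive = all replicates below 60% inhibition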;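 note: 0% = neutral control wells and 100% = 4 µM acridine orange control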
# PKA-R2B activ = activates the human PKA-R2B holoenzyme complex. PKA-R2B holoenzyme dissociation, Cy5-IP20 fluorescence polarization; R2B truncated from residue 108, S112A mutant; 0% DMSO only, 100% 113 µM cGMP. activation, % at 11.4 µM. 340,000 tested, 0.079% active;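 active = activation above a cutoff set at the mean over all compounds plus 3 SD, cut at about 18% in these data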;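 note: higher means more holoenzyme dissociation and a rise in polarization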
# Target sequence (P31323 whole entry, looked up, other chains not shown, the tested form may be a part): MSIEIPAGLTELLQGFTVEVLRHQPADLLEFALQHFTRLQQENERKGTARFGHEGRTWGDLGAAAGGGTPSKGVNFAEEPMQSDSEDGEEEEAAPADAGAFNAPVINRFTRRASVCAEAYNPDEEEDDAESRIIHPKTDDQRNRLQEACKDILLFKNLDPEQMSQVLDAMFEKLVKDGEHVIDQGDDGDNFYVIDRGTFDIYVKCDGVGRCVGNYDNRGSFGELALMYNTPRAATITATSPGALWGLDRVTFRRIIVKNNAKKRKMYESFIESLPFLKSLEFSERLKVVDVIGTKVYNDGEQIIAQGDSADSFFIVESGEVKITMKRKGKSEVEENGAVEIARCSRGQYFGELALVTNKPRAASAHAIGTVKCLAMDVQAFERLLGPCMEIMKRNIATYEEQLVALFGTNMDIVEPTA
# RTF Ca sens inh = cardiac RTF calcium desensitization | P19429+P45379 | inhibition, % at 7.15 µM | IANBD-labeled cardiac RTF, Ca2+ fluorescence | 340,000 tested, 0.12% active;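 active = inhibition above the mean inhibition of all tested compounds plus 3 SD, cut at about 17% in these data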;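 note: assay run at fixed EC70 calcium of 1.6 mM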
# NSD2 inh = inhibitors of human histone methyltransferase NSD2 | O96028 | inhibition, % at 12.5 µM | 310,000 tested, 0.54% active | NSD2 peptide methylation, AlphaScreen, 120 min; in the data active = inhibition above about 50%
# Arrestin-AP2 inh = blocks beta-arrestin peptide binding to AP2 adaptin; FITC-arrestin peptide / GST-AP2 beads, flow cytometry; AP2 beta2 appendage carries R879A mutation; inhibition, % at 10 µM; 340,000 tested, 0.31% active; AID 504490;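 active = inhibition above a set limit, near 3 SD of compounds lacking own fluorescence, cut at about 54% in these data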;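 note: plate controls were DMSO wells for no effect and 5 µM unlabelled arrestin peptide for full effect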
#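 System: GST-AP2 R879A glutathione beads; medium: PBS, Tween 20 0.05%, BSA 0.1%; reagent: fluorescein-tagged arrestin peptide at 50 nM final; schedule: pre-incubation 12 min, peptide binding 1 h, room temperature; detection: flow cytometry, FL1 (488/535 nm); read-out: inhibition as reduced fluorescein signal on beads, percent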
# SR-BI uptake up = enhances SR-BI lipid uptake from DiI-HDL | activation, % at 12.5 µM | 320,000 tested, 0.096% active | CHO ldlA[mSR-BI] cells, DiI-HDL uptake fluorescence, 3 h; 100 = double the neutral-control signal | AID 504775;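 active = mean replicate activation of at least 60% and every replicate at or above 60%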;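 note: 0% = median plate neutral-control signal and 100% = twice that signal; values of inactives mirror those of a sister screen read the other way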
#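 Assay system: LDL receptor-deficient CHO ldlA cells overexpressing murine SR-BI / Medium: BSA-supplemented, HEPES-buffered Ham's F12, pH 7.4 / Probe or stimulus: DiI-labelled HDL at 10 µg/mL final / Timing: compound with DiI-HDL co-incubation, 3 h at 37 °C / Technique: bottom-read cell fluorescence after medium removal, ex 550/em 595 nm / Measure: HDL uptake via cellular fluorescence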
# PvdQ inh = P. aeruginosa PvdQ acylase inhibition; 340,000 tested, 0.063% active; inhibition, % at 10 µM; purified PvdQ acylase, fluorescence plate reader; AID 488965; in the data active = inhibition above about 30%, passing the limit was not always enough;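 note: 0% = vehicle neutral wells and 100% = reference inhibitor wells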
# Keap1-Nrf2 PPI = Keap1-Nrf2 (human) interaction inhibition | Keap1 Kelch-Nrf2 peptide fluorescence polarization, 1536-well | inhibition, % at 9.4 µM | 340,000 tested, 0.15% active | Q14145; in the data active = inhibition above about 12%;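 note: human Keap1 Kelch domain with fluorescein labeled Nrf2 9mer peptide probe; 0% = neutral control wells and 100% = peptide positive control; higher means more block of Keap1 binding to Nrf2 peptide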
# Target sequence (Q14145 whole entry, looked up, the tested form may be a part): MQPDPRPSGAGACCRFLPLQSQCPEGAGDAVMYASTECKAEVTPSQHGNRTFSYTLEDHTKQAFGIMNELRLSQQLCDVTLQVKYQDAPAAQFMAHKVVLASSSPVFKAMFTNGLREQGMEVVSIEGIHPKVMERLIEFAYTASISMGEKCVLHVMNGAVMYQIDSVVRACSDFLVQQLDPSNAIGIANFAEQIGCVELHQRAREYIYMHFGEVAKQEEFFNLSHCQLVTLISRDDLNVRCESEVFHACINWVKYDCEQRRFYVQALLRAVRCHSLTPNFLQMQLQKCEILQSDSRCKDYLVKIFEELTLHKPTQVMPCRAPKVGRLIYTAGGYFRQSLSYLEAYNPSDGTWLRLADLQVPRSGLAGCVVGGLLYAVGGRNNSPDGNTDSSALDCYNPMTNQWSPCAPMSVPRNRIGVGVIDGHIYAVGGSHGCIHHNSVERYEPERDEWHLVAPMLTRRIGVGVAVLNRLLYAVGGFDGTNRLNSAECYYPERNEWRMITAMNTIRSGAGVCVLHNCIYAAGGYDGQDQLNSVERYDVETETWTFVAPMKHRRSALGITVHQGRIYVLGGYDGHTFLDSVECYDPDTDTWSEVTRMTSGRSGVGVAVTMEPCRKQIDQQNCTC
# DAGLB inhibitor = blocks human DAGLB lipase activity; Q8NCG7; HEK293T DAGLB membrane lysate, EnzChek fluorogenic substrate; inhibition, % at 5.17 µM; 340,000 tested, 0.059% active; AID 504411; in the data active = inhibition above about 34%;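 note: 0% = enzyme with vehicle and 100% = wells lacking enzyme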
# An asterisk follows results filed as active; · = no result given.
SMILES,SR-BI DiI inh,LANA DNA inh,PKA-R2B activ,RTF Ca sens inh,NSD2 inh,Arrestin-AP2 inh,SR-BI uptake up,PvdQ inh,Keap1-Nrf2 PPI,DAGLB inhibitor
O=C1Nc2ccc(Br)cc2/C1=C/C1CC=CCC1 (stereo not drawn),6,-1.7,-6,5,-2,-14,-6,4,-4,-4
C=CCNc1cnn(-c2ccc(C)cc2)c(=O)c1Sc1ccc(C)cc1,53,-0.5,11,-5,-1,7,-53,-12,-6,0
CC1=CC=CN2C1=NC(=O)CC2(C)C(=O)N(CC(=O)NC1CCCC1)c1cc(C)cc(C)c1 (stereo not drawn),-24,-1.3,-4,-6,-4,0,24,9,-1,0
COc1cccc(OC)c1OCCNCC1COc2ccccc2O1 (stereo not drawn),10,1.0,8,-3,·,-5,-10,-5,0,-4
O=C(NC1CCCCCCC1)c1cnccn1,-7,-0.5,-1,-2,-2,-7,7,-13,-1,-2
CCN(Cc1nc(-c2ccc(OC)cc2)no1)C(=O)c1ccc2c(c1)OCO2,-20,0.8,1,-8,-3,15,20,6,-2,-3
CCc1cccc2c(C(=O)CN3C(=O)C(=O)N(C4CCCC4)C3=O)c[nH]c12,-14,-0.7,-11,3,-1,0,14,-2,0,1
O=C1N=C(N2CCOCC2)SC1=C1CCCCC1,·,0.6,-5,-6,-4,2,·,-8,-2,0
Cc1onc(-c2ccccc2Cl)c1C(=O)NNC(=O)c1ccccc1F,-11,-0.8,7,-4,-4,12,11,-15,-2,-3
C=CCSc1nsc(NC(=O)Nc2ccc(F)cc2)n1,25,0.7,-13,-5,-2,9,-25,-6,0,1

# Part of the list above in order of molar mass, lowest first.
SMILES,SR-BI DiI inh,LANA DNA inh,PKA-R2B activ,RTF Ca sens inh,NSD2 inh,Arrestin-AP2 inh,SR-BI uptake up,PvdQ inh,Keap1-Nrf2 PPI,DAGLB inhibitor
O=C(NC1CCCCCCC1)c1cnccn1,-7,-0.5,-1,-2,-2,-7,7,-13,-1,-2
O=C1Nc2ccc(Br)cc2/C1=C/C1CC=CCC1 (stereo not drawn),6,-1.7,-6,5,-2,-14,-6,4,-4,-4
CCN(Cc1nc(-c2ccc(OC)cc2)no1)C(=O)c1ccc2c(c1)OCO2,-20,0.8,1,-8,-3,15,20,6,-2,-3
CC1=CC=CN2C1=NC(=O)CC2(C)C(=O)N(CC(=O)NC1CCCC1)c1cc(C)cc(C)c1 (stereo not drawn),-24,-1.3,-4,-6,-4,0,24,9,-1,0

# Further entries:
SMILES,SR-BI DiI inh,LANA DNA inh,PKA-R2B activ,RTF Ca sens inh,NSD2 inh,Arrestin-AP2 inh,SR-BI uptake up,PvdQ inh,Keap1-Nrf2 PPI,DAGLB inhibitor
CC1CC(C)CN(Cc2nc(N)nc(Nc3ccccc3)n2)C1 (stereo not drawn),-3,-0.6,12,-3,1,6,3,-24,-3,0
Cc1nn(CC(=O)O)c(C)c1C,-16,-0.9,5,-5,-2,6,16,-5,-5,-1
COc1ccc(-c2cc(C(F)(F)F)nc(SCCC(=O)NCc3ccccc3)n2)cc1,29,1.3,-7,-5,3,-40,-29,4,-3,-3
COc1ccc(C(=O)NCCS(=O)(=O)N2CCc3ccccc3C2)cc1,0,0.3,0,7,0,5,0,6,2,0
Nc1nnc(SCC(=O)OCC(=O)Nc2ccc(Br)cc2)s1,-37,0.3,6,-1,-2,3,37,-3,5,2
Cc1ccc2c(c1)OC(c1ccc3c(c1)OCCO3)CC2=O (stereo not drawn),-1,1.6,-5,-10,-4,18,1,9,3,-10
Cc1ccccc1S(=O)Cc1ccc(C(=O)NCCN2CCOCC2)o1 (stereo not drawn),-5,-0.6,-2,-10,-2,-5,5,-14,0,1
Cc1ccc(C)c(NC(=O)C2CCCN(S(=O)(=O)c3ccc4[nH]c(=O)ccc4c3)C2)c1 (stereo not drawn),-5,1.0,-4,0,·,3,5,-11,0,-3
O=C(/C=C/c1cccc([N+](=O)[O-])c1)N1CCN(Cc2ccc3c(c2)OCO3)CC1,-8,0.1,-1,-6,25,·,8,1,5,-1
CCCCN(C)C(=O)C1CCN(CCCc2ccccc2)CC1,-15,-0.8,-4,-5,·,3,15,-5,-1,-3
COc1cc(CN2CCCCCC2)c([N+](=O)[O-])cc1OC,-16,0.7,-2,-2,4,17,16,3,3,-2
COc1ccc(-n2ncc3c(N4CCC(C)CC4)ncnc32)cc1,3,-0.4,5,-2,·,6,-3,5,-7,-12
CC(C)Oc1ccc2c(=O)c(-c3ccccc3)coc2c1,23,0.7,-5,8,·,4,-23,-3,-3,-9
Cc1ccc(S(=O)(=O)NCC(c2cccnc2)N2CCOCC2)cc1 (stereo not drawn),1,-1.4,15,-8,-2,12,-1,-7,-5,1
CN(C)C(=O)CCc1ccc2c3c([nH]c2c1)[C@]1(C)[C@@H](C(=O)N2CCCCC2)C[C@H](CC(=O)NCCN2CCOCC2)C(=O)N1CC3,2,0.5,-9,-3,·,30,-2,10,1,-4
CCN(CC)S(=O)(=O)c1ccc(OC)c(NS(=O)(=O)Cc2ccccc2)c1,14,-1.4,11,-1,-1,2,-14,-7,0,2
CCN(CC)S(=O)(=O)c1cccc(NC(=O)c2cc3ccccc3o2)c1,40,0.7,5,-5,0,14,-40,-4,-1,-3
CCSC1=NC2(CCCCC2)Nc2sc3c(c21)CCCC3,23,0.0,7,3,22,10,-23,8,-5,-4
COc1ccccc1/C=C1/SC(=S)N(CCC(=O)Nc2cccnc2)C1=O,18,16,2,-7,-6,3,-18,-12,2,0
Nn1c(Cc2cccc3ccccc23)nnc1SCc1c(F)cccc1Cl,10,0.5,1,-1,2,31,-10,29,2,-19
CNc1ccc(NC(C)=O)cc1[N+](=O)[O-],-7,0.0,-3,1,1,-3,7,6,1,-2
Cc1ccc(NS(=O)(=O)c2ccccc2[N+](=O)[O-])cc1C,13,-1.2,-2,-24,5,15,-13,-6,-1,0
CC(C)(C)NC(=O)C(=O)NCCC1=CCCCC1,5,0.4,-1,-15,-2,20,-5,4,3,0
S=C1NCN(Cc2ccco2)CN1c1cccc2ccccc12,0,6.3,2,-5,23,11,0,-2,-5,3
CC(CC(F)(F)F)N1CCC(n2nccc2NC(=O)CCOc2ccccc2)CC1 (stereo not drawn),-56,1.0,4,-10,-4,-8,56,-8,-5,2
Cc1cccn2c(=O)c3cc(C(=O)NCc4ccco4)c(=N)n(CCOCCO)c3nc12,-2,2.3,7,-9,·,9,2,-19,1,0
CCCN(C(=O)CCNC(=O)Cn1cnc2ccccc2c1=O)c1cccc(Cl)c1,·,1.2,-9,-2,23,7,·,1,-5,-1
NNC(=O)CCCNc1ncc(C(F)(F)F)cc1Cl,58,0.9,4,-10,1,3,-58,-2,-1,2
CC1CCc2nc3ccc(S(=O)(=O)N4CCC(C(=O)O)CC4)cc3c(C(=O)O)c2C1 (stereo not drawn),-34,3.2,5,-8,·,3,34,-13,-3,-4
COc1cc(C(=S)N2CCOCC2)ccc1OC(=O)c1cccc(C)c1,39,3.4,-10,-10,-1,-26,-39,-11,6,-4
COc1ccc(CCNC(=O)CCc2ccc(OC)cc2)cc1,-2,1.8,1,-6,2,-7,2,-15,1,-1
CCN1CCN(CCNC(=O)c2ccc3c(c2)NC(=O)/C(=C\c2ccc(OC)c(OC)c2)S3)CC1,54,-1.8,4,-5,0,-10,-54,-9,-1,4
Cc1occc1-c1nnc(SCC(=O)N2CCN(c3ccc(F)cc3)CC2)n1C,8,-0.2,2,-2,-6,-2,-8,-16,4,1
N#CCCN(Cc1cccs1)C(=O)Nc1ccc(F)cc1,1,-0.1,8,-3,13,-5,-1,-15,-7,0
COc1cccc(COC(=O)c2ccc3c(=O)n4c(nc3c2)CCC4)c1OC,-10,-1.5,5,-13,10,-6,10,-12,0,-2
N#Cc1ccc(CN2CCN(C(=O)c3cn(Cc4ccccc4)nc3-c3cccnc3)CC2)cc1,3,-0.5,-11,3,·,26,-3,-3,0,-3
Cc1cc(C)n2cc(COc3ccccc3)nc2n1,-8,1.7,-7,-4,-2,10,8,-7,-3,-1
CCOC(=O)c1cc(CC)sc1NC(=O)COC(=O)c1ccccn1,-8,-0.9,-7,-10,-1,-8,8,-4,-4,-2
CCOc1ncccc1C(=O)OCC(=O)NC(=O)c1ccccc1,1,1.4,-9,-2,0,10,-1,-11,-1,0
COc1ccc(C(=O)NCCCN2CCOCC2)cc1Br,-16,-2.6,3,3,11,15,16,-1,-1,1
Cc1ccc(NC(=O)CSc2nnc(Cc3csc(C)n3)o2)c(C)c1,-17,-0.3,-11,-16,-1,0,17,9,-5,-2
COc1cc(C)ccc1OCc1cc(C(=O)NCCN2CCCC(O)C2)no1 (stereo not drawn),-1,-1.2,-8,4,1,-12,1,-10,-4,0
COc1ccc(Cc2nnc(NC(=O)Nc3cccc(OC)c3)s2)cc1,-7,0.3,10,-8,-3,32,7,-1,-1,0
Cc1cc(SCc2cccc(Cl)c2)nc(=O)[nH]1,-6,-0.1,-7,-1,19,-4,6,-10,-2,2
Cc1nn(Cc2ccc(F)cc2)c(C)c1NC(=O)CCCn1nc([N+](=O)[O-])cc1C,·,-0.5,9,-16,1,2,·,-11,1,2
COCCN1CCN(C(=O)c2cc(COc3cc(C)ccc3C)on2)CC1,-11,-1.6,8,-3,1,-22,11,-16,-4,-3
COc1ccc(OC(=O)C(C)N2C(=O)c3ccccc3C2=O)cc1 (stereo not drawn),-26,1.3,5,-2,-2,-2,26,-15,-4,-6
COc1cc(-c2nc3ccccn3c2/N=C/c2cccc(F)c2)ccc1O,8,-0.7,1,6,2,-7,-8,-7,1,0
O=C(CN1CCCc2ccccc21)Nc1ccc(F)cc1[N+](=O)[O-],31,-0.5,-6,-8,2,-7,-31,0,2,1
Cc1ccc(C)c2[nH]c(=O)c(CCNC(=O)C(C)(C)C)cc12,2,0.7,2,-21,·,16,-2,-5,-2,2
# Continuation:
SMILES,SR-BI DiI inh,LANA DNA inh,PKA-R2B activ,RTF Ca sens inh,NSD2 inh,Arrestin-AP2 inh,SR-BI uptake up,PvdQ inh,Keap1-Nrf2 PPI,DAGLB inhibitor
COC(=O)CSc1nc(C)c(C)c(C)c1C(N)=O,32,0.0,3,-10,-3,9,-32,-13,-2,1
COc1ccc(NC(=O)CN(c2ccccc2F)S(=O)(=O)c2ccc(C)cc2)cc1,22,-1.6,-10,-1,-3,31,-22,6,-1,-5
CCOc1ccccc1NC(=O)C1=C(C)NC(=S)NC1c1cccs1 (stereo not drawn),47,-1.4,-5,9,0,-1,-47,-5,-6,3
O=C(Nn1cnnc1)c1ccncc1,-23,-0.1,14,-16,-5,-3,23,-13,-3,1
Cn1nnnc1SCC(=O)Nc1ccccn1,-8,-0.4,7,-9,-1,5,8,-10,3,-1
Cc1sc2ncnc(SCC(=O)Nc3ccc(CN4CCCC4)cc3)c2c1C,1,-1.1,1,-14,57*,10,-1,-11,-1,-1
